ERa SRC1 inh: ER-alpha (human) coactivator binding inhibition; TR-FRET ER-alpha LBD / SRC-1 peptide, estradiol-bound; P03372; 86,000 compounds, 1.7% hits; inhibition, % at 25.6 µM; in the data active = inhibition above about 50%;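 note: 0% = receptor plus peptide control and 100% = peptide only without receptor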
Target sequence (P03372 whole entry, looked up, the tested form may be a part): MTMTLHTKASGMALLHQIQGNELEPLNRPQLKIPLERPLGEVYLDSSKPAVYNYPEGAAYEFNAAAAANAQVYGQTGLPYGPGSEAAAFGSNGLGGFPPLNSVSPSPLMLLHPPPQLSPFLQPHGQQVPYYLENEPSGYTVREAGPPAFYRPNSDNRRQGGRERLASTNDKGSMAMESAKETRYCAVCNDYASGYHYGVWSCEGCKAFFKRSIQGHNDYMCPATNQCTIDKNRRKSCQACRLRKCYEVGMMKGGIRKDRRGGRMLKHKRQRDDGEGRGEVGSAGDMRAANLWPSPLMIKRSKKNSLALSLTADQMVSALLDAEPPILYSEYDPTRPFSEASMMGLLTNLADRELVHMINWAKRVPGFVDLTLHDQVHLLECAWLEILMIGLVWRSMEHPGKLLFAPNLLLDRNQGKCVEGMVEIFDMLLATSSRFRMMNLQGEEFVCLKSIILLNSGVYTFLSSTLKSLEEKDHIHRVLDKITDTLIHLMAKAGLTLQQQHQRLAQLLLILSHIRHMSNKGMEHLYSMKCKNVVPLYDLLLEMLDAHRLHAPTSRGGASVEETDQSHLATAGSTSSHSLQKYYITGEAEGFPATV
ERb SRC1 inh: ER-beta (human) coactivator binding inhibition | 86,000 compounds, 1.3% hits | Q92731 | inhibition, % at 25.6 µM | AID 633 | TR-FRET ER-beta LBD / SRC1-Cy5 peptide binding; receptor agonist-loaded with 1 µM estradiol;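 active = compounds whose percent inhibition of the receptor-coactivator binding signal exceeds about 50% in the single-dose screen, limit read from the data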;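 note: 0% = receptor plus peptide wells without compound and 100% = peptide-only wells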
Mac1 fbg enh: increases human CD11b/CD18 adhesion to fibrinogen. activation, % at 10 µM. K562 CD11b/CD18 adhesion to fibrinogen, ATPlite luminescence. 93,000 compounds, 0.07% hits;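 active = 10 µM primary screen giving 50% or more activity, confirmed by 40% or more on retest at that dose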; note: strong numbers were not always called active
ERa SRC1 pot: enhances coactivator binding to human estrogen receptor alpha; P03372; TR-FRET ERalpha-LBD/SRC-Cy5 coactivator binding, 2 h; 100 = basal binding, no effect; coactivator binding (% of control), % at 25.6 µM; 86,000 compounds, 1.3% hits; in the data active = activity above about 200%;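 note: binding measured in presence of low estradiol as agonist stimulus; 0% = peptide alone without receptor and 100% = receptor with peptide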
Fibroblast inh: blocks proliferation of human lung fibroblasts; viability, % at 10 µM; AID 719; 85,000 compounds, 1.1% hits; LL 47 human lung fibroblast viability, ATP luminescence; active compounds read low;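 active = viability at or below 50% in the single dose screen; inactive = viability above 50%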;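 note: compound exposure lasted 72 h before the ATP readout; 100% = median luminescence of untreated cell-only wells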
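Material: human LL 47 lung fibroblast cells; quantity: 1,150 cells/well; medium: IMEM plus 15% FBS; doses: 0.1% DMSO in all compound wells; timing: overnight attachment after seeding, then 72 h compound exposure at 37 °C; detection: CellTiter-Glo luminescence; measure: % viability of median cell-only signal; controls: cell-only wells, no compound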
Smad3 FoxH1 inh: Smad3 (human) transcription factor binding inhibition; P84022; TR-FRET Smad3/Dy647-FoxH1 peptide binding, europium anti-His; inhibition, % at 25 µM; 88,000 compounds, 0.29% hits;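 active = compounds that reduce the energy-transfer binding signal between the protein and its labelled peptide by more than half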;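 note: 0% = Smad3 plus labelled peptide maximal FRET and 100% = peptide-only background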
Target sequence (P84022 whole entry, looked up): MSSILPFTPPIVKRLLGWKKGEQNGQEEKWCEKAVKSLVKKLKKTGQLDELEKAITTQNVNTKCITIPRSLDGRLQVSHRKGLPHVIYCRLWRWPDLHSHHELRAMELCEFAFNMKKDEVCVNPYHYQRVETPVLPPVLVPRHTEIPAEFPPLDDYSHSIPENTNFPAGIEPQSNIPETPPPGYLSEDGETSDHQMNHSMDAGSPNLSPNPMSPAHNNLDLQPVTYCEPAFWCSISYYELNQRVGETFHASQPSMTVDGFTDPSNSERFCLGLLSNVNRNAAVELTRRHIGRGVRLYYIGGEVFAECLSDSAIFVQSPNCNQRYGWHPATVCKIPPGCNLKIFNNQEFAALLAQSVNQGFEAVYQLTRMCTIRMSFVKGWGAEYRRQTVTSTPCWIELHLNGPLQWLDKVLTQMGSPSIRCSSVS
MT1-MMP txn act: MT1-MMP promoter transcription activation; activation factor at 10 µM; 86,000 compounds, 0.16% hits; AID 750; HT1080 MT1-MMP promoter luciferase reporter, luminescence, overnight; active compounds read high;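 active = activation factor of at least 2 for MT1-MMP transcription at 10 µM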
HUVEC inhibit: human endothelial cell proliferation inhibition; HUVEC proliferation, CellTiter-Glo luminescence, 72 h; active compounds read low; viability, % at 10 µM (by protocol); 86,000 compounds, 1.1% hits; AID 648;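 active = viability at or below 30%; inactive = viability above 30%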;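 note: 100% = median luminescence of DMSO-only cell control wells on each plate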
H69AR inhibit: growth inhibitors of human H69AR lung tumor cells; H69AR lung tumor viability, ATP luminescence, 72 h; active compounds read low; 85,000 compounds, 6% hits; viability, % at 10 µM;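 active = viability at or below 40%; inactive = viability above 40%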;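 note: multidrug resistant small cell line overexpressing MRP-1 efflux transporter; 100% = mean luminescence of untreated control wells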
Numbers without * were called inactive; x = not tested or not shown; [ ] = dose if it differs, or a comment.

Structure,Mac1 fbg enh,Fibroblast inh,HUVEC inhibit,ERa SRC1 inh,ERa SRC1 pot,ERb SRC1 inh,MT1-MMP txn act,Smad3 FoxH1 inh,H69AR inhibit
CCn1cc(C(=O)NC2CCCCCC2)c2cc(OC)c(OC)cc2c1=O,1,100,98,-10,106,5,1,4,72
CCC(C)NC(=O)CSC1=Nc2ccccc2C2=NC(c3ccccc3)C(=O)N12 (centres undefined),1,103,90,23,110[fluorescence artefact?],21,1.1,11,88
O=C(Nc1ccc2c(c1)C(=O)N(CC1CCCO1)C2=O)c1ccc(Cl)c(Cl)c1 (centres undefined),-8,95,92,18,111,-9[fluorescence artefact?],1.2,-3,74
CC1CCCN(c2nc3ccccc3nc2C(C#N)C(=O)OC2CCCCC2)C1 (centres undefined),-2,93,71,-9,119,-13,1,-1,97
CCN(CC)C(=O)C1CCCN(Cc2ccccc2F)C1 (centres undefined),2,97,86,-3,85,-4,1.1,0,89
Cc1nc(N)nc(C)c1Cc1ccccc1,4,105,100,-2,122,-1,1.1,-6,98
Cc1ccc(N(CC(=O)N2CCN(C3CCCCC3)CC2)S(=O)(=O)c2cccnc2)cc1,0,99,98,-17,119,-15,1.1,-6,52
Oc1ccccc1C1Nc2cccc3cccc(c23)N1,x,88,78,15[fluorescence artefact?],91[fluorescence artefact?],16[fluorescence artefact?],1.2,-1,34*
CCc1cc(=O)oc2c(C)c(O)c(CN(C)C)cc12,7,104,89,7[fluorescence artefact?],120,5[fluorescence artefact?],1.2,4,87
CCN(CC)S(=O)(=O)c1cccc(-c2nnc(SCCOc3ccccc3)o2)c1,-6,99,87,-18[fluorescence artefact?],129,5[fluorescence artefact?],1.1,8,106
N#Cc1nc(-c2ccco2)oc1NCCCN1CCOCC1,-4,105,100,2,111,0[fluorescence artefact?],1,-7,100
C=C(C)COc1ccc(-c2[nH]ncc2-c2ccccc2)c(O)c1,x,94,38,-4,80,15,1,-2,39*

Pulled one by one from the entries so far, two records:
Structure,Mac1 fbg enh,Fibroblast inh,HUVEC inhibit,ERa SRC1 inh,ERa SRC1 pot,ERb SRC1 inh,MT1-MMP txn act,Smad3 FoxH1 inh,H69AR inhibit
CC1CCCN(c2nc3ccccc3nc2C(C#N)C(=O)OC2CCCCC2)C1 (centres undefined),-2,93,71,-9,119,-13,1,-1,97
CCn1cc(C(=O)NC2CCCCCC2)c2cc(OC)c(OC)cc2c1=O,1,100,98,-10,106,5,1,4,72

The listing continues.
Structure,Mac1 fbg enh,Fibroblast inh,HUVEC inhibit,ERa SRC1 inh,ERa SRC1 pot,ERb SRC1 inh,MT1-MMP txn act,Smad3 FoxH1 inh,H69AR inhibit
CCCOc1ccc(C(O)C(CN2CCOCC2)c2ccccc2)cc1 (centres undefined),4,94,103,-3,88,-10,1.1,10,102
Clc1cccc(CSc2ncn(-c3ccccc3)n2)c1,x,98,111,-15,84,-11,1.6,1,94
CC1(C)CC(=O)C2=C(C1)OC(N)=C(C#N)C2c1cccc(OC(=O)c2ccco2)c1 (centres undefined),1,93,90,-5,94,8,1,-13,81
CCOC(=O)/C(=C\c1ccc([N+](=O)[O-])o1)NC(=O)c1ccccc1,-3,86,69,5,96,5,1.2,6,81
Cc1nc2sc(C(c3cccs3)N3CCOCC3)c(O)n2n1 (centres undefined),2,101,106,1,114,-4[fluorescence artefact?],1.1,0,97
Cc1nn(C)c(C)c1S(=O)(=O)N1CCCC(C(=O)NCCc2ccc(Cl)cc2)C1 (centres undefined),-1,99,93,-7,104,-7,1,1,87
COc1ccc(-c2cc(C(=O)NCCN3CCOCC3)c3ccccc3n2)cc1,-3,103,93,-6,102,-2[fluorescence artefact?],1.2,10,75
CN(Cc1ccccc1)C(=O)CN(C1CCCCC1)S(C)(=O)=O,-4,97,104,-4,135[fluorescence artefact?],6,1,-1,95
Cc1cc(Cl)ccc1OCC(=O)Nc1nc(-c2cccs2)cs1,x,99,87,0,150,-5,1,-2,96
Cc1ccccc1-n1c(=O)c2ccccc2n2c(=O)[nH]nc12,x,95,106,-7,105,1,1,3,104
COc1ccc(C)cc1NC(=O)COCC(=O)O,-4,103,95,-14,97,-1,1.1,-5,101
CC(=O)Nc1ccc(NS(=O)(=O)Cc2ccccc2)cc1,0,98,95,-3,93[fluorescence artefact?],23,1.2,6,99
COc1ccc(C2(NC(C)=O)CCN(C(=O)c3ccco3)CC2)cc1,-1,103,91,2[fluorescence artefact?],108,3[fluorescence artefact?],1.1,1,88
CC1CC2(C)Oc3ccccc3C3OCC1(CO)C(C)C32 (centres undefined),-6,96,91,22,112,16,1.1,-13,93
CN1C(=O)c2cccc(NC(=O)CCc3ccccc3)c2C1=O,8,106,96,13,76,32[fluorescence artefact?],x,-1[fluorescence artefact?],97
Cc1ccc(/C(C#N)=C\c2cn(C)c3ccccc23)cc1,1,87,75,-10,99,-20,1.7,0,90
O=C(NCCC(c1ccccc1)c1ccccc1)c1ccc(Br)o1,2,98,106,-2,86,0,x,3,82
CCOC(=O)Nc1ccc(C(=O)NCC2CCCO2)cc1 (centres undefined),x,105,95,-4,126,-1,1.1,-5,93
COc1ccc(Nc2nc(=O)[nH]nc2C)cc1,2,99,106,6[fluorescence artefact?],122[fluorescence artefact?],2[fluorescence artefact?],1.1,-1,96
COc1ccc(CNC(=O)c2nnn(Cc3ccc(OC)cc3)c2N)cc1,x,95,73,7,208*,-14,1.1,4,103
O=c1nc2s/c(=C\c3ccco3)c(=O)n2nc1Cc1ccccc1,10,99,93,29[fluorescence artefact?],91,28,1,2,94
CCOC(=O)C1C(=O)OC(C)(C)C1C(C)C(=O)c1ccc(OC)cc1 (centres undefined),5,101,109,-1,104,-7,1.1,2,90
COc1ccccc1-n1c(SCC(=O)Nc2ccc3c(c2)OCO3)nc2c(c1=O)SCC2,0,103,93,31[fluorescence artefact?],91,26[fluorescence artefact?],x,6,85
O=[N+]([O-])/C(=C\Nc1ccccc1)S(=O)(=O)c1ccccc1,-3,92,92,1,95,-5,1,8,91
CCN(CC)S(=O)(=O)c1cccc(-c2nnc(SCCCC(=O)c3ccccc3)o2)c1,0,105,85,-22,103,-14,1.3,5,32*
Cc1cc(NC(=O)COc2ccc3oc4ccccc4c3c2)no1,0,117,82,10[fluorescence artefact?],151[fluorescence artefact?],24[fluorescence artefact?],1,-79,103
O=C(Nc1ncnc2c1ncn2C1OC(COC(=O)c2ccccc2)C(F)C1O)c1ccccc1 (centres undefined),-6,98,88,7,113,2,1.2,13,95
O=c1cc(N2CCC3(CC2)OCCO3)[nH]c(=O)n1-c1ccc(Cl)cc1,-4,99,104,7[fluorescence artefact?],102,0[fluorescence artefact?],1.1,-6,88
COc1ccccc1NS(=O)(=O)c1ccc(NC(=O)c2nc3nc(C)cc(C(F)F)n3n2)cc1,0,90,86,3,110,5[fluorescence artefact?],1.2,-8,97
O=C1/C(=C/c2ccccc2)CSc2sccc21,-6,97,94,5,86,0,1.3,5,88
CCOCCCn1c(SCC(=O)NC(C)C)nc2ccccc2c1=O,-1,99,96,-6,121,-12,1,4,95
COC(=O)CNC(=O)CNC(=O)Nc1ccccc1,-2,95,93,-3,108[fluorescence artefact?],8,0.8,9,96
COC(=O)c1ccccc1NC(=O)CN(C1CCCCC1)S(C)(=O)=O,10,101,104,5,96,10,1,-6,94
c1ccc2c(c1)oc1c(N3CCN(Cc4ccc5c(c4)OCO5)CC3)ncnc12,-12,95,85,4[fluorescence artefact?],79[fluorescence artefact?],7[fluorescence artefact?],1.2,-4,85
CSc1ccccc1C(=O)Nc1ccc(C)c(C)c1,-4,81,75,-4,103,-5,1.6,-14,87
O=C(CN1CCN(Cc2ccccc2F)C1=O)NCCc1ccc(Cl)cc1,6,100,106,-3,86,7,x,5,99
Cc1cc(C(=O)CN2C(=O)NC(Cc3c[nH]c4ccccc34)C2=O)c(C)n1C (centres undefined),-4,92,101,-8,96,94*[fluorescence artefact?],1.1,-2,74
COc1ccc(N2CCN(CCCNC(=O)CCCn3c(=O)[nH]c4ccsc4c3=O)CC2)cc1,x,106,103,5,115,-4[fluorescence artefact?],x,-2,98
CCCCNC(=S)NNC(=O)c1ccco1,x,105,109,-2,97,-3,1.1,2,96
CCOC(=O)c1c(C)[nH]c(C)c1C(=O)COc1ccc(NC(=O)c2ccco2)cc1,33,104,106,45[fluorescence artefact?],47[fluorescence artefact?],54*[fluorescence artefact?],1,5,80
Cc1ccc2nc(CSc3nnc(-c4ccco4)o3)cc(=O)n2c1,x,102,104,37,82[fluorescence artefact?],42,1.2,-5,92
CCOc1ccc(N2C(=O)CCC2=O)cc1,-1,93,109,-34,106,-19,1.2,-2,91
CCCn1c(=S)[nH]c2cc(C(=O)N3CCc4ccccc43)ccc2c1=O,-2,95,64,22,142[fluorescence artefact?],43[fluorescence artefact?],1.1,-3,79
CC1CCN(C(=O)CSc2nnc(-c3ccco3)o2)CC1,-1,93,96,45,81,49,1.1,-9,98
N#CN=C(N)c1ccccc1,0,102,96,-2,107,3,1.1,1,99
CO/N=C/NC(=O)NOCc1ncc(C(F)(F)F)cc1Cl,-6,91,98,7[fluorescence artefact?],64,20,x,14,92
Clc1ccc(CN(Cc2ccccc2)C(c2cccs2)c2nnnn2C2CCCC2)cc1 (centres undefined),-2,84,93,-10,112,-14,x,6,80
O=C1c2ccccc2C(=O)N1CCCCSc1nnc(-c2ccc(OC(F)F)cc2)o1,2,99,99,12[fluorescence artefact?],161,6,1.2,7[fluorescence artefact?],88
Cc1ccc(S(=O)(=O)NNC(=S)Nc2ccccc2)cc1,-3,103,82,-13,110,-10,1.1,5,94
Nc1ccc2oc(-c3ccccc3Cl)nc2c1,0,100,73,-6,103,0,0.2,0[fluorescence artefact?],92
COc1ccc(-n2c(C)cc(C(=O)COc3ccc(-n4cnnn4)cc3)c2C)cc1,57,86,74,22,104[fluorescence artefact?],42[fluorescence artefact?],1,10[fluorescence artefact?],99
COc1cccc(OCc2nnc(SCC(=O)OCc3ccccc3)o2)c1,7,96,92,-2,98,-2,1,3[fluorescence artefact?],98
COc1nc(NCc2ccc(Cl)cc2)nc(OC)n1,-2,92,100,-5,101,-3,1.1,-4,110
N#CC1=C(N)SC(N)=C(C#N)C1Cc1ccccc1,-1,94,73,-9,82,-4,1.1,6[fluorescence artefact?],17*
CC1C2CC(CC1(C)C)N(C(=O)Nc1ccc3nccnc3c1)C2 (centres undefined),2,105,95,8[fluorescence artefact?],100,5[fluorescence artefact?],1.2,-4,98
O=C(NCc1ccco1)NC1CCCCC1,x,107,93,-4,100[fluorescence artefact?],7,1.3,4[fluorescence artefact?],88
Cc1ccc(C23CC4CC(CC(CC(=O)N5CCOCC5)(C4)C2)C3)cc1,x,97,121,30,98,11[fluorescence artefact?],1.2,-12,78
COC(=O)c1ccc(-n2nc(C(F)(F)F)c3c2-c2ccoc2CC3)cc1,x,96,90,1,78,-3,1.1,-2,92
N#Cc1nc(-c2ccc(F)cc2)oc1NCc1ccccc1,4,87,96,1[fluorescence artefact?],93,-8,1.1,0,97
Cc1cc(Cl)ccc1NC(=S)NCc1cccs1,-3,95,95,0,105,-3,1.1,2,91
COc1ccc(/C=N/Nc2nc(N3CCCC3)nc(N3CCCC3)n2)cc1O,x,86,91,-4,119[fluorescence artefact?],-2,1.1,-1,81

Screening data from PubChem.

These rows are one share of the data (hit frequency here may not be typical).
